EphA4 KYL inhibition = inhibitors of EphA4 binding to KYL peptide, primary screen, biochemical, colorimetric, mouse EphA4 (AID 689); 62,000 compounds, 0.1% hits; inhibition, % at 10 µM; hits with a dose series show IC50 in µM; EphA4-AP binding to KYL peptide, pNPP A405; higher % means a stronger effect; in the data active = a potency from the dose series; inactive = the rest, 99 in 100 with inhibition below about 22%
* hit, by the source's call; & = joins results of further samples. Some of the compounds tested; count on the stated rates, not on these rows.

Sample of the layout:
EphA4 KYL inhibition | mol
5% | O=C(CSc1ncc(-c2ccccc2)[nH]1)Nc1ccc(Br)cc1
-15% | CCOc1cc(/C=N/n2cnnc2)c(Br)cc1O
-13% | COC(=O)NCCOC(=O)N(O)c1ccc(Br)cc1
-10% | CCN(CC)S(=O)(=O)c1cccc(-c2nnc(SCC(=O)NCCC3=CCCCC3)n2N)c1

All compounds of this part, repeating the preview:
EphA4 KYL inhibition | mol
5% | O=C(CSc1ncc(-c2ccccc2)[nH]1)Nc1ccc(Br)cc1
-15% | CCOc1cc(/C=N/n2cnnc2)c(Br)cc1O
-13% | COC(=O)NCCOC(=O)N(O)c1ccc(Br)cc1
-10% | CCN(CC)S(=O)(=O)c1cccc(-c2nnc(SCC(=O)NCCC3=CCCCC3)n2N)c1
8% | O=C(CSc1nnnn1C1CCCCC1)NCCc1ccccc1
-13% | O=C(NC(CO)C(O)c1ccc([N+](=O)[O-])cc1)c1ccc2ccccc2n1 (stereo unspecified)
-6% | Cc1ccc(CN2CCN(N=Cc3ccc(Br)cc3)CC2)c(C)c1
-12% | N/C(=N\OC(=O)CCCN1C(=O)c2ccccc2C1=O)c1ccc(Cl)cc1
-3% | Cc1ccc([N+](=O)[O-])cc1NC(=O)CN1CCC(C)CC1
-21% | FC(F)(F)c1cc(C(F)(F)F)c2ccc(N/N=C/c3cccc(Cl)c3)nc2n1
-8% | Cc1cc(C)c(S(=O)(=O)c2ccccc2C)c(N(C)C)n1
2% | COc1ccc(C(=O)Nc2c(C)cc(C)cc2C)cc1[N+](=O)[O-]
-3% | Cc1ccc(SCc2cc(=O)[nH]c(Nc3nc(C)c4cccc(C)c4n3)n2)cc1
-2% | c1ccc2c(c1)oc1c(NCC3CCCO3)ncnc12 (stereo unspecified)
0.4µM* | O=C1/C(=C\c2ccc(-c3ccccc3Cl)o2)SC(=S)N1CC1CCCO1 (stereo unspecified)
33% | Cc1ccc(C(=O)N/C(=C\c2ccc(Br)cc2)c2nc(=S)[nH][nH]2)cc1
-5% | CN(C)S(=O)(=O)Oc1ccsc1C(=O)Nc1cccc(Cl)c1
3% | O=C(O)CCc1nn2c3ccccc3n(CC(=O)c3ccccc3)c2nc1=O
-5% | Cc1ccc(-c2nnc(SCC(=O)OC(C)C)o2)cc1
-9% | COC(=O)c1cc(NS(=O)(=O)c2ccc(NC(C)=O)cc2)cc(C(=O)OC)c1
0% | CCOC(=O)c1c(NC(=O)c2ccco2)sc(C(=O)Nc2cc(C(F)(F)F)ccc2Cl)c1C
-8% | O=c1[nH]nc2c3ccccc3cnn12
2%&-5% | Cc1ccc(C(=O)N2CCN(C(=O)CN3CCCC3)C2)cc1
-14% | CCCCN(C)CCCNC(=O)CCn1nc(-c2ccccc2)ccc1=O
-2% | O=C(/C=C/Nc1ccccc1NS(=O)(=O)c1ccc([N+](=O)[O-])cc1)c1ccc2c(c1)OCO2
-4% | CCOc1ccc(N(CC(=O)Nc2ccc(Br)cc2)S(=O)(=O)c2ccc(SC)cc2)cc1
11% | CCOC(=O)Cc1csc(SCC(=O)Nc2sc3c(c2C(N)=O)CCC3)n1
8% | CCC1CCc2sc(C(=O)O)cc2C1 (stereo unspecified)
-1% | COCCCN1C(=O)c2ccccc2C1C(=O)NC1CCCCCC1 (stereo unspecified)
-6% | COn1c(C)c(C(C)=O)c2c3no[n+]([O-])c3ccc21

A few values from the results shown.
Reading of Cc1ccc(-c2nnc(SCC(=O)OC(C)C)o2)cc1 in EphA4 KYL inhibition: -5%
Reading of Cc1ccc([N+](=O)[O-])cc1NC(=O)CN1CCC(C)CC1 in EphA4 KYL inhibition: -3%
Reading of CN(C)S(=O)(=O)Oc1ccsc1C(=O)Nc1cccc(Cl)c1 in EphA4 KYL inhibition: -5%

Next part
EphA4 KYL inhibition | mol
5% | COc1ccc2[nH]c(=O)c(NC(N)=S)nc2c1
-11% | C=CCNC(=O)c1cccn1-c1ccsc1C(=O)OC
7% | c1ccc2c(-n3cnnn3)cccc2c1
-21% | COc1ccc(Cn2c(=O)[nH]c3cc(C(=O)NCCCN4CCCCC4)ccc3c2=O)cc1
-2% | N#CC(C(=O)NCc1ccccc1)c1nc2ccccc2nc1N1CCCC1 (stereo unspecified)
-3% | COc1cc(SC)ccc1C(=O)NCCOc1ccccc1Cl
-20% | CC(C)OP(=O)(c1ccc(N(C)C)cc1)C(O)c1ccncc1 (stereo unspecified)
-6% | CCOC(=O)C1(C)/C(=N/Nc2cccc(Cl)c2)C(=O)C(=O)N1c1ccccc1 (stereo unspecified)
-2% | CCSC1=C(C#N)C(c2ccc(F)cc2)CC(=O)N1 (stereo unspecified)
-2% | CCc1ccccc1NC1=NCC(=O)N1Cc1ccc(OC)cc1
0% | CCSc1nnc(NC(=O)COc2ccccc2)s1
-4% | CCN(CC)CCNC(=O)CCc1n[nH]c(=O)c2ccccc12
-19% | Cc1ccc2oc(=O)c3cnn(CC(=O)NC4CCC(C)CC4)c3c2c1 (stereo unspecified)
-3% | COc1ccc(N(CC(=O)N2CCc3ccccc3C2)S(=O)(=O)c2c(C)nn(C)c2C)cc1
-2% | CC1(c2ccc(OC(F)F)cc2)NC(=O)N(CC(=O)NC2CCCCC2)C1=O (stereo unspecified)
-8% | N#C/C(=C\c1ccc(Cl)cc1)c1nc2ncccc2[nH]1
-4% | O=C(CCCn1c(=S)[nH]c2ccc(Br)cc2c1=O)NCC1CCCO1 (stereo unspecified)
-10% | C=CCNCc1cccn1-c1ccccc1
-19% | CCCC(c1nnnn1Cc1ccco1)N1CCN(c2cc(Cl)ccc2C)CC1 (stereo unspecified)
-10% | O=C(NCc1ccco1)/C(=C/c1cccnc1)NC(=O)c1ccco1
-23% | O=C(Cn1c(=O)oc2cc(S(=O)(=O)NCc3ccccc3)ccc21)NCc1ccco1
13% | Cc1ccccc1Nc1nnc(SCc2cc(=O)n3ccsc3n2)s1
1% | Cc1ccc(N(CC(=O)Nc2ccc(C)cc2C)S(=O)(=O)N2CCCC2)cc1
-5% | COc1ccc(Sc2cc(C(F)(F)F)nc(-c3ccccn3)n2)cc1
-38% | CCN(CC)CCNC(=O)C12CC3CC(CC(C3)C1)C2
-7% | CCN(CC(=O)Nc1ccc2c(c1)OCO2)Cc1nc2ccccc2c(=O)[nH]1
-8% | CCc1c(C(=O)N2CCN(c3ccccc3F)CC2)[nH]c(C)c1C(C)=O
1% | Cc1ccc(S(=O)(=O)Nc2cc(-c3cccc(C)c3)[nH]n2)cc1
-12% | Cc1c(/C=N/NC(=O)c2ccc3c(c2)OCO3)cnn1C
-12% | O=C(O)c1cccc(C(=O)Cc2ccccc2)c1

Six entries already listed, sorted by the number in EphA4 KYL inhibition, descending:
| Molecule | EphA4 KYL inhibition |
| --- | --- |
| Cc1ccc(S(=O)(=O)Nc2cc(-c3cccc(C)c3)[nH]n2)cc1 | 1% |
| CC1(c2ccc(OC(F)F)cc2)NC(=O)N(CC(=O)NC2CCCCC2)C1=O (stereo unspecified) | -2% |
| COc1cc(SC)ccc1C(=O)NCCOc1ccccc1Cl | -3% |
| COc1ccc(Sc2cc(C(F)(F)F)nc(-c3ccccn3)n2)cc1 | -5% |
| O=C(NCc1ccco1)/C(=C/c1cccnc1)NC(=O)c1ccco1 | -10% |
| CCCC(c1nnnn1Cc1ccco1)N1CCN(c2cc(Cl)ccc2C)CC1 (stereo unspecified) | -19% |

New compounds follow
EphA4 KYL inhibition | mol
-1% | COc1ccccc1CNC(=O)C1CC(c2c(Cl)cccc2Cl)=NO1 (stereo unspecified)
-1% | Cc1ccc(NC(=O)N2CCC(C(=O)NCc3ccc(F)cc3)CC2)cc1
-15% | Cc1cc(C)n(-c2cc(-n3nc(C)cc3C)ncn2)n1
-14% | COc1ccc(CC(=O)c2cc(OC)c(OC)cc2CC(=O)O)cc1OC
20% | O=C(O)C1Nc2c(C(=O)N3CCOCC3)cccc2C2C=CCC12 (stereo unspecified)
-3% | COc1ccc(CCNc2cc(N3CCN(C(=O)c4cc(Cl)c(OC)c(Cl)c4)CC3)ccc2[N+](=O)[O-])cc1OC
-6% | CCOC(=O)N1CCC(NC(=O)C2CCCN(c3nc4ccccc4o3)C2)CC1 (stereo unspecified)
-7% | CCCCN1CC(O)=C(c2nc(-c3ccc(Cl)cc3)cs2)C1=N
-8% | CC(=O)c1ccc(-n2nncc2C(C)(C)C)cc1
0% | CC(C)(C)Cc1nnc(NS(=O)(=O)Cc2ccccc2)s1
-5% | Cc1ccnc(NC(=O)c2cc(S(=O)(=O)N3CCCCC3)ccc2Cl)c1
3% | Nc1nc2n(n1)C1(CCCCC1)C1=C(CCCC1)N2
8% | COC(=O)C1=C(C)NC(C)=C(C(=O)OC)C1c1ccccc1OCc1c(C)no[n+]1[O-]
-19% | CCOC(=O)C(NC(C)=O)(N1CCc2ccccc2C1)C(F)(F)F (stereo unspecified)
4% | CCN1CCN(CCNC(=O)C2CCCN(Cc3nc(-c4cccc(Cl)c4)oc3C)C2)CC1 (stereo unspecified)
2% | O=C(c1ccccc1)N1CCN(c2nc(-c3ccccc3)c3cc(Cl)ccc3n2)CC1
2% | CCOC(=O)c1ccccc1NC(=O)CSc1nnnn1C1CCCCC1
-8% | COc1ccc(-n2c(Cn3c(=O)sc4ccccc43)nnc2SCC(=O)N2CCCC2)cc1
-8% | COC(=O)c1ccc(-n2c(C)cc(/C=C3\SC(NC(C)=O)=NC3=O)c2C)cc1
-47% | Cc1cc(C)c(C#N)c(Nc2ccc3c(c2)OCCO3)n1
-10% | CC1CCc2cc(F)ccc2N1C(=O)CSc1nnc2c3ccccc3n(C)c2n1 (stereo unspecified)
-11% | Cc1cccc(N2CCN(Cc3ccoc3)CC2)c1C
-18% | Cc1cccc(NC(=O)C2CCN(c3nc(C)cc(C)n3)CC2)c1
1% | CC1(C)CC(=O)C2=C(C1)N=C1SCCC(=O)N1C2c1ccccc1 (stereo unspecified)
-2% | COC(=O)C1=C(C)Nc2c(c(=O)n(C)c(=O)n2C)C1c1cccs1 (stereo unspecified)
6% | COc1ccc(N(CC(=O)Nc2ccccc2Br)S(=O)(=O)c2ccccc2)cc1
-1% | O=C1NC(=O)C(=Cc2cccc(OCc3ccc(F)cc3)c2)C(=O)N1
15% | O=C(CSc1nnc(-c2ccco2)o1)NC(=O)C1COc2ccccc2O1 (stereo unspecified)
3% | O=C(/C=C/c1ccccc1)NC(=S)Nc1ccc([N+](=O)[O-])cc1
3% | O=C(Nc1ccccc1Cl)O/N=C(/c1ccccc1)c1ccccn1

Reformatted with each value named: two of the compounds above.
Compound: CCOC(=O)N1CCC(NC(=O)C2CCCN(c3nc4ccccc4o3)C2)CC1 (stereo unspecified)
- EphA4 KYL inhibition: -6%

Compound: O=C(Nc1ccccc1Cl)O/N=C(/c1ccccc1)c1ccccn1
- EphA4 KYL inhibition: 3%

Next part:
EphA4 KYL inhibition | mol
13% | CC(=O)c1cc2c(O)c(O)ccc2o1
12% | COc1ccc(-n2nc3cc(C)c(NC(=O)c4cccnc4)cc3n2)cc1
-12% | COc1cc(/C=C(/NC(=O)c2ccccc2)C(=O)Nc2cccc(O)c2)c([N+](=O)[O-])cc1OC
-2% | CC(=O)c1c(N2CCOCC2)nc(=O)n(-c2ccccc2)c1C
-4% | C=CCN(CC=C)S(=O)(=O)c1ccc(NC(=S)NC(=O)Cc2ccc(OC)cc2)cc1
-9%&-7% | CCOC(=O)c1c(C)oc2cc(Br)c(OC)cc12
-1% | Cc1cccc(Cc2c(C)nc3nc(SCC(=O)NCc4ccco4)nn3c2C)c1
-5% | O=C1c2cccnc2Nc2ccccc2N1CCCF
-6% | c1ccc(-n2cnc3cc(NCc4cccs4)ccc32)cc1
-4% | NC(=O)CNC1CC(=O)N(CCc2ccccc2)C1=O (stereo unspecified)
-3% | CC(C)(C)OC(=O)N1CCC(c2c(C(=O)O)cnn2-c2ccccc2Cl)CC1
-8% | O=C(CCN1C(=O)c2ccccc2C1=O)OCn1nnc2ccccc2c1=O
10% | COc1ccc(C2NC(c3ccc(OC)cc3)C(c3ccccc3)C(=O)C2c2ccccc2)cc1 (stereo unspecified)
-2% | CCCNc1nc(OCC(F)(F)F)nc(OCC(F)(F)F)n1
-1% | Cc1csc(NC(=O)CN2CCCCCC2)n1
11% | COc1ccc(Br)cc1CN1CCN(S(C)(=O)=O)CC1
-7% | COc1ccc(-n2c(=O)[nH]cc(C(=O)Nc3ccc(NC(C)=O)cc3)c2=O)cc1
4% | O=C(O)CCNC(=O)c1ccc(Br)o1
-5% | COc1ccccc1CN1C(=O)CCC1(C)C(=O)NCc1cccnc1 (stereo unspecified)
-8% | O=C(CCn1nc(-c2ccccc2)ccc1=O)NCCCN1CCCCCC1
-12% | O=C(OCC1CCCN2CCCCC12)c1ccc2c(c1)OCO2 (stereo unspecified)
5% | Cc1cccc2c1N(C(=O)c1ccco1)C(C)(C)c1ssc(=S)c1-2
-10% | O=C(COc1ccc(-n2cnnn2)cc1)NCCc1ccc(F)cc1
-9% | COc1ccccc1C(=O)NCC(=O)O
0% | CC(=O)c1ccc(NCC(=O)N2CCN(c3ccccc3)CC2)cc1
2% | N#Cc1cc2c(nc1SCc1ccccc1)CCCCC2
6% | C=CCN(Cc1cc(OC)ccc1OC)S(=O)(=O)N(C)C
6% | COc1ccc(NC(=O)C(=O)NCCN2CCN(C(=O)c3ccccc3Cl)CC2)cc1
-16% | CC1(CC(=O)N/N=C/c2cc(Br)c(O)cc2O)OCCO1
-3% | CCOC(=O)c1sc(C)c2c1NC1(CCCCC1)NC2=O
-7% | Cc1nc(NC(=O)CSc2nnc3ccccn23)c(Cl)cc1Cl
8% | CCNS(=O)(=O)c1ccc(NC(=O)c2cc(C(F)(F)F)nn2C)cc1
-1% | CCCn1nnnc1NCc1cccn1C
-2% | NC(=O)NCc1ccc(Cl)cc1
9% | N#Cc1c(NC(=O)Cn2nc(C(F)(F)F)c3c2CCCC3)sc2c1CCC2
-10% | CCC(C)(C(=O)NC1CCCCC1)N(C(=O)c1cnccn1)c1c(C)n(C)n(-c2ccccc2)c1=O (stereo unspecified)
-13% | CCOc1ccc(C(=O)Nc2ccccc2N2CCOCC2)cc1
-4% | COc1cccc(NC(=O)c2ccccc2-c2nc(-c3ccccc3)no2)c1
5% | Cc1ccc(Cn2nc(C)c(NC(=O)c3cc(-c4ccc5c(c4)OCO5)on3)c2C)cc1
-4% | O=S(=O)(NC1CCCC1)c1cccc(S(=O)(=O)N2CCC(n3nnc4ccccc43)CC2)c1
-21% | CC1CC(C)(C)NC(=O)O1 (stereo unspecified)
